Screening results from PubChem BioAssay.
GDH-TPI counter = GDH-TPI coupled enzyme inhibition counter-screen | GDH-TPI coupled enzyme counterscreen, NADH absorbance | inhibition, % at 4.8 µM | actives 1.2% (n = 360,000) | AID 588335; in the data active means inhibition above about 30%;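 further: 0% = DMSO wells and 100% = wells lacking the enzyme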
Anthrax LF inh2 = blocks Bacillus anthracis lethal factor protease; multiplex microsphere protease cleavage assay, LF; P15917; AID 588501; inhibition, % at 10 µM; actives 0.12% (n = 360,000); further: plate controls were buffer without enzyme for full effect and enzyme alone for no effect
FadD28 binding = blocks FadD28 binding to the bisubstrate probe. fluorescence polarization. inhibition, % at 12.5 µM. actives 0.22% (n = 360,000). AID 588549; in the data active means inhibition above about 8.5%, passing the limit was not always enough; inconclusive means no clear call, values can overlap the other calls
UGM FP inh = blocks M. tuberculosis UGM enzyme. P9WIQ1. purified UGM, fluorescence polarization probe displacement. inhibition, % at 10 µM. actives 0.06% (n = 320,000). AID 504406; in the data active means inhibition above about 10%, passing the limit was not always enough; inconclusive means no clear call, values can overlap the other calls
Target sequence (P9WIQ1 whole entry, looked up): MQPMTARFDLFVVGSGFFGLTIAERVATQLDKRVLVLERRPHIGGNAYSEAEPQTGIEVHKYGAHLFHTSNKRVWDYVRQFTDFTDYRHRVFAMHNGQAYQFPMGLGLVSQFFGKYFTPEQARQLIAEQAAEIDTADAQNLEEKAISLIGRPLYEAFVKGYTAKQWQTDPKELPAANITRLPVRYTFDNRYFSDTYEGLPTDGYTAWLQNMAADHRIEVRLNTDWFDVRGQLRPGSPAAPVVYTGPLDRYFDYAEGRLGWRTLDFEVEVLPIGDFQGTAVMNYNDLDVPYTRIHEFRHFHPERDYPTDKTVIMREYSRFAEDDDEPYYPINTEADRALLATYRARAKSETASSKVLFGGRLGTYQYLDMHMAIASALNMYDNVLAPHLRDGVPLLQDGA
BioA inh = blocks M. tuberculosis BioA enzyme activity. actives 0.096% (n = 360,000). AID 602481. purified M. tuberculosis BioA enzyme, plate reader. inhibition, % at 9.99 µM; in the data active means inhibition above about 40%; inconclusive means no clear call, values can overlap the other calls
PfHsp40 yeast = rescue of PfHsp40-mediated yeast toxicity. actives 0.68% (n = 340,000). S. cerevisiae expressing PfHsp40, growth rescue, ATP luminescence. growth rescue, % at 12.5 µM; in the data active means growth rescue above about 28%, passing the limit was not always enough; inconclusive means no clear call, values can overlap the other calls;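 further: yeast W303a lacking pdr1 and pdr3 grown in galactose medium; growth measured after three days at 30 °C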
BoNT-A LC inh2 = BoNT A light chain protease inhibition. inhibition, % at 10 µM. multiplex microsphere protease substrate cleavage, flow cytometry. actives 0.17% (n = 360,000); further: plate controls were buffer without enzyme for full effect and enzyme alone for no effect
BoNT-F LC inh = BoNT F light chain protease inhibition | Multiplex microsphere protease cleavage assay, flow cytometry | inhibition, % at 10 µM | actives 0.22% (n = 360,000) | AID 588497; in the data active means inhibition above about 35%, passing the limit was not always enough; inconclusive means no clear call, values can overlap the other calls; further: plate controls were buffer without enzyme for full effect and enzyme alone for no effect
FBA Mtb inh = Mtb fructose-bisphosphate aldolase inhibition; purified M. tuberculosis FBA, fluorescence read-out; AID 588726; inhibition, % at 1 µM; P9WQA3; actives 2.3% (n = 360,000); in the data active means inhibition above about 27%;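 further: 0% = vehicle and 100% = reference inhibitor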
Target sequence (P9WQA3 whole entry, looked up): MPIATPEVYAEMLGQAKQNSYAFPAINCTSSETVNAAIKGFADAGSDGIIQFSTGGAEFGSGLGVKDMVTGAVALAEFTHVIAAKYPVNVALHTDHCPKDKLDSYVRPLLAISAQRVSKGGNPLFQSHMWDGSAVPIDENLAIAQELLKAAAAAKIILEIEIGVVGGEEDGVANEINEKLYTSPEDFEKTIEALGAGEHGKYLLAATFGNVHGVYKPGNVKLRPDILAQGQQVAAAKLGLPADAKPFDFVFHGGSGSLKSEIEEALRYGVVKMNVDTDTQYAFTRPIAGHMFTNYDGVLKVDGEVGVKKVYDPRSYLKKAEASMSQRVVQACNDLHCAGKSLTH
Starred values were filed as active, the others as inactive; u = inconclusive; x = no result given. Unless noted, no stated cut-off is given here; in the data, active means inhibition above about 30%; inconclusive means no clear call, values can overlap the other calls; inactive means below that.

SMILES	GDH-TPI counter	Anthrax LF inh2	FadD28 binding	UGM FP inh	BioA inh	PfHsp40 yeast	BoNT-A LC inh2	BoNT-F LC inh	FBA Mtb inh
COc1cc(OC)c(-n2c(C)cc(C=O)c2C)cc1Cl	-1	-7	-3.6	-2.1	8.1	-0.2	-0.4	-9	1
COC(=O)C(Cc1ccc(OC(=O)c2ccc(C)cc2)cc1)N1Cc2ccccc2C1=O (stereo unspecified)	-1	-3	-3.8	0.5	x	-0.5	-0.1	-10	-2
CCc1ccc(CNC(=O)c2nn(C)c3c2CS(=O)(=O)c2ccccc2-3)cc1	-7	0	-0.3	-1.9	0.8	0.8	-3.7	5	1
O=C(O)C1CCN(Cc2cnn(-c3ccccc3)c2-n2cccc2)CC1	8	3	0.1	-4.7	-1.8	-1.2	1.1	-2	0
COCCNC(=O)C1(C)CCCN(C(=O)c2ccc(OC)c(OC)c2)C1 (stereo unspecified)	-6	0	-0.4	x	-0.3	x	-0.2	-3	2
O=C(O)CC(NCc1ccco1)C(=O)OCCCl (stereo unspecified)	-13	-4	-5.3	2.9	x	-0.8	0.3	2	-1
O=C(NCC1CCCO1)c1cc(-c2ccccc2)on1 (stereo unspecified)	0	-2	-2.0	1.4	-1.2	-1.2	-0.6	-7	1
O=C1CCCc2c1[nH]c1ccc(Br)cc21	12	-3	-1.8	0.7	-0.6	0.7	-0.4	0	-1
CN(C(=O)Cn1nnc(-c2cccc(C(F)(F)F)c2)n1)C1CCCCC1	10	x	-1.0	0.8	x	-0.1	x	x	0
CCOc1ccc(/C(O)=C2/C(=O)C(=O)N(CCOCCO)C2c2ccccn2)cc1 (stereo unspecified)	20	-8	0.1	0.6	-0.4	0.5	-1.5	-3	1
CC(C)(C)c1ccc(COC(=O)Nc2ccc(F)cc2)cc1	3	0	-3.7	-0.5	x	-1.3	-0.7	-5	-4
CCN(c1ccccc1)S(=O)(=O)c1ccc(C(=O)NCCc2ccc(S(N)(=O)=O)cc2)cc1	3	12	x	0.0	1.1	-1.0	6.5	26	0
CCN(CC)CP(=O)(c1ccccc1)c1ccccc1	-2	-1	-2.2	-0.6	1.4	0.2	-0.7	-10	0
COc1ccc(OCCSCc2nnc(NC(=O)Nc3ccc(Cl)cc3)s2)cc1	-1	-2	-2.8	3.4	x	-0.3	0.0	-2	29*
O=c1cc2ncc(-c3[nH]ncc3[N+](=O)[O-])cn2[nH]1	17	2	1.3	-2.4	-2.9	-0.6	0.8	0	-5
CS(=O)(=O)c1ccc(C(=O)Nc2ccc(N3CCCCC3)cc2)c(Cl)c1	9	-3	-0.8	-0.3	x	1.1	0.8	-5	0
COc1ccccc1N1CCN(C(=O)CCn2c(=O)[nH]c3ccsc3c2=O)CC1	-3	-4	-0.4	-0.1	5.3	-0.7	-0.6	18	-2
S=C1NCCN1CC1CCN(CCC23CC4CC(CC(C4)C2)C3)CC1	10	-1	-4.1	x	-1.8	-1.1	-0.6	-3	-4
CCCC[C@@H]1CCCO[C@@](C(=O)NCc2ccc(C)o2)(C(F)(F)F)C1	10	-6	0.3	-2.0	-0.1	11	0.0	-5	0
COc1ccc(N2C(=O)CN=C2Nc2nc(C)cc(C)n2)cc1OC	4	-2	2.3	-0.2	x	-0.7	0.6	6	3
Cn1c2ccccc2n2c(=O)c(=O)n(CC(=O)c3ccc(F)cc3)nc12	11	-9	-0.6	-1.8	-1.4	1.3	0.4	5	1
Clc1ccccc1CNCC1CCCO1 (stereo unspecified)	-4	-11	-0.7	1.7	-0.3	-0.4	-0.5	12	-1
NS(=O)(=O)c1ccc(CNC(=O)c2ccc(NS(=O)(=O)c3ccc4[nH]c(=O)[nH]c4c3)cc2)cc1	-8	-2	5.6	2.0	-0.2	-0.1	-1.8	-4	0
Cc1cccc(-n2ccnc2CN2CCC(CO)(Cc3ccccc3)CC2)c1	0	-4	-0.4	-1.1	x	-0.7	-0.4	4	0

Continued (3 carried over from the part before).
SMILES	GDH-TPI counter	Anthrax LF inh2	FadD28 binding	UGM FP inh	BioA inh	PfHsp40 yeast	BoNT-A LC inh2	BoNT-F LC inh	FBA Mtb inh
Clc1ccccc1CNCC1CCCO1 (stereo unspecified)	-4	-11	-0.7	1.7	-0.3	-0.4	-0.5	12	-1
NS(=O)(=O)c1ccc(CNC(=O)c2ccc(NS(=O)(=O)c3ccc4[nH]c(=O)[nH]c4c3)cc2)cc1	-8	-2	5.6	2.0	-0.2	-0.1	-1.8	-4	0
Cc1cccc(-n2ccnc2CN2CCC(CO)(Cc3ccccc3)CC2)c1	0	-4	-0.4	-1.1	x	-0.7	-0.4	4	0
CCOc1ccccc1OCc1nn2c(COc3ccccc3)nnc2s1	7	-1	-0.8	-0.9	0.2	0.8	0.9	0	-1
CCN(CC)CCN(Cc1cc2cc3c(cc2[nH]c1=O)OCCO3)C(=S)NC	23	7	-0.7	1.1	-0.8	-1.3	-0.8	10	14
Cc1sc2nc(CSc3ccccc3)nc(N3CCOCC3)c2c1C	11	-2	-2.1	2.2	x	-0.2	0.2	-2	1
CN(C)S(=O)(=O)c1ccc(N2CCCC2)c(C(=O)OCC(=O)NC2(C#N)CCCCC2)c1	0	u	-3.4	-2.1	-0.8	-0.3	0.8	-2	-4
COc1ccc(CNC(=O)C2CCN(C(=O)c3cccc(Cl)c3)CC2)cc1	-1	-2	-2.6	-0.2	3.9	0.1	-1.4	3	-2
CCOc1ccc(Cl)cc1-c1cc(C(=O)NCc2cccs2)[nH]n1	-7	1	-4.7	x	-0.3	x	0.1	0	2
Clc1ccc(-c2nc3ccccc3nc2-c2ccccc2)cc1	8	-5	-5.3	-1.1	-0.1	3.4	0.6	0	7
CCCc1c(C(=O)N/N=C/c2ccco2)nnn1-c1nonc1N	22	-1	0.5	-2.0	-3.3	-1.3	1.4	-3	-2
O=C(c1cccc(OCc2ccccc2)c1)N1CCOCC1	0	4	-0.7	-1.4	-0.3	-0.7	-0.1	-4	2
O=C(Nc1ccc(CN2CCOCC2)cc1)c1ccccc1F	3	u	-1.1	-0.5	-0.5	-0.8	u	u	-1
CCOc1ccc(S(=O)(=O)NC(C)C(=O)NCc2ccncc2)cc1 (stereo unspecified)	7	-3	0.6	2.4	-0.5	0.2	2.1	-4	1
CNC(=O)c1ccc(NC(=O)Nc2ccccc2)cc1	0	-1	-1.9	5.5	10	-0.2	0.6	10	1
CC(=O)Nc1ccc(S(=O)(=O)Nc2nc(C)nc3sc4c(c23)CCC4)cc1	-14	-6	-0.3	-1.6	2.7	-0.5	-0.1	-5	4
CCN(CC)c1ccc(NC(=O)c2ccc(=O)[nH]c2)cc1S(=O)(=O)Nc1ccccc1OC	-10	-2	-8.8	-1.1	x	0.6	-0.4	4	-3
NS(=O)(=O)c1cccc(NC(=O)COC(=O)Cc2ccc(S(=O)(=O)N3CCCCC3)s2)c1	4	0	-3.4	-1.0	x	2.2	0.8	-7	0
O=C(/C=C/Nc1ccc(F)cc1F)c1cccs1	10	-1	-4.6	-1.9	-0.8	0.2	-0.4	-8	0
O=c1c(Cc2ccc(Cl)cc2Cl)c(O)ccn1CC(F)(F)F	-2	-8	-0.2	-1.2	-1.7	-0.6	-1.1	-3	1
CCC(=O)n1nc(-c2cccnc2)nc1NCc1ccc(OC)cc1	8	-2	-0.7	1.5	2.7	-2.9	1.0	21	4
Cc1cc(C)[n+](C2C3CC4CC(C3)CC2C4)o1 (stereo unspecified)	2	3	-0.4	-1.4	x	-0.9	-1.0	-12	3
CCCOc1ccc(-c2cnc(N)s2)cc1	2	-4	-1.7	1.2	1.2	1.3	-0.8	-5	2
Cc1ccc(C(=O)NC(C)c2ccc(-n3ccnc3)cc2)c(C)c1 (stereo unspecified)	-2	-3	-4.3	1.9	8.6	0.6	-3.7	-8	-3
O=C(CCSc1nnc(-c2ccncc2)o1)Nc1cccc2ccccc12	-3	1	-1.9	0.5	x	0.2	-0.4	7	0
CCOC(=O)NC(CC(=O)O)c1ccc(OCC)cc1 (stereo unspecified)	22	0	-0.1	0.2	0.2	1.3	u	-1	-2
Nc1cc(SCc2ccc(Cl)cc2Cl)ncn1	4	-4	-1.3	x	1.4	1.7	-0.7	6	0

By substructure, those above containing an aryl thioether with sulfur outside any ring (3)
SMILES	GDH-TPI counter	Anthrax LF inh2	FadD28 binding	UGM FP inh	BioA inh	PfHsp40 yeast	BoNT-A LC inh2	BoNT-F LC inh	FBA Mtb inh
Cc1sc2nc(CSc3ccccc3)nc(N3CCOCC3)c2c1C	11	-2	-2.1	2.2	x	-0.2	0.2	-2	1
O=C(CCSc1nnc(-c2ccncc2)o1)Nc1cccc2ccccc12	-3	1	-1.9	0.5	x	0.2	-0.4	7	0
Nc1cc(SCc2ccc(Cl)cc2Cl)ncn1	4	-4	-1.3	x	1.4	1.7	-0.7	6	0

(next part)
SMILES	GDH-TPI counter	Anthrax LF inh2	FadD28 binding	UGM FP inh	BioA inh	PfHsp40 yeast	BoNT-A LC inh2	BoNT-F LC inh	FBA Mtb inh
O=C(c1cc(S(=O)(=O)N2CCOCC2)ccc1Cl)N1CCc2ccccc2C1	1	0	-0.7	3.7	0.3	-1.3	-3.4	-19	0
CC[C@@]1(C(=O)OC)N[C@H](CN(C)S(=O)(=O)c2ccccc2)[C@@H]2C(=O)N(C)C(=O)[C@@H]21	-5	-1	-2.2	x	-0.5	-0.2	-0.3	-3	0
COc1ccc(CCNC(=O)CNC(=O)c2ccc3c(c2)OCO3)cc1OC	3	-10	0.2	1.6	-0.5	-0.9	-1.6	-20	-2
N#Cc1ccc(C(=O)Nc2nnc(-c3cccs3)o2)cc1	33*	2	-1.8	0.5	-1.7	0.2	-0.3	1	0
Cc1cc(C(=O)CCC(=O)NC(C)c2ccc(S(N)(=O)=O)cc2)c(C)s1 (stereo unspecified)	-14	-5	0.6	2.6	0.5	-1.0	-2.2	-3	-1
O=C(Nc1ccc(Cn2nnc3ccccc32)cc1)c1ccco1	5	-6	-0.8	2.8	-0.3	-0.9	4.1	-9	2
O=C(Nc1ccccc1)C1=C[C@H](c2coc3ccccc3c2=O)C[C@H](OCc2ccc(CO)cc2)O1	7	-6	-4.2	3.2	-1.2	-2.0	-0.2	-8	1
O=C(NC1CCCC1)c1cccc(S(=O)(=O)N2CCOCC2)c1	3	3	x	2.3	-0.6	-1.5	4.5	3	0
CCn1c(SCC(=O)N2CCC(C)CC2)nc2c(c1=O)SCC2	5	3	0.9	-3.1	15	0.0	-1.5	10	3
COC(=O)c1cccc(NC(=O)CSc2nc3cccnc3n2C)c1	0	-3	-1.8	-0.6	1.8	2.1	-0.6	3	6
CCOc1ccc(-n2c(=S)sc3c(=O)[nH]c(SCC(=O)C(C)(C)C)nc32)cc1	14	-7	1.8	-1.1	-3.9	0.8	-0.4	-8	-1
CC1CCC2(CC1)OCC1(CCC3(COC4(CCC(C)CC4)OC3)C1=O)CO2 (stereo unspecified)	4	5	-1.2	-0.8	x	-0.8	1.3	0	4
COc1c(C)cc(C(=O)C2CCCN(C(=O)Cn3ccc(C)n3)C2)cc1C (stereo unspecified)	9	3	0.8	0.0	1.5	0.3	1.1	2	-1
CCOc1ccc(NC(=O)CN(C)C(=O)CCCOc2ccc(Br)cc2)cc1OCC	5	-2	-0.2	1.7	x	0.1	4.2	4	6
Cc1ccc(-c2cc(C(=O)N3CCN(c4ccc(F)cc4)CC3)c3ccccc3n2)o1	21	6	-1.7	0.9	-1.1	-0.1	0.0	3	12
CCCCCCNC(=O)C(C#N)c1nc2ccccc2nc1N1CCOCC1 (stereo unspecified)	4	-4	-1.8	14*	-3.3	-0.5	0.4	-10	2
C=CCn1c(SCC(=O)NNC(=O)Nc2ccc(C)cc2)nnc1-c1ccccc1	9	6	-1.5	-1.7	0.6	-0.1	-0.2	3	1
O=C(CNS(=O)(=O)c1ccccc1)OCC(=O)c1ccc(OC(=O)c2ccccc2)cc1	-4	0	0.1	0.2	0.1	1.3	u	7	2
CC(C)C[C@H](NC(=O)N1CC(=O)Nc2ccccc21)C(=O)N[C@@H](Cc1c[nH]c2ccccc12)C(=O)O	4	-8	0.4	-0.8	0.1	2.9	-0.3	-20	2
CN(C)C(CNC(=O)c1ccc(C(F)(F)F)cc1)c1ccco1 (stereo unspecified)	10	4	-1.0	0.0	2.2	-0.2	-0.5	-4	-2

This is a random part of the collection, and some 4.7% of all compounds hit somewhere here.
